Screening data as filed in PubChem.
GPR151 ag: human GPR151 activation | 1% of 650,000 active | activation, % at 11.2 µM | AID 1508602 | Q8TDV0 | PathHunter beta-arrestin GPR151 cells, luminescence; in the data active = activation above about 4.9%;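 note: 0% = median of compound wells and 100% = cells with positive control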
Target sequence (Q8TDV0 whole entry, looked up): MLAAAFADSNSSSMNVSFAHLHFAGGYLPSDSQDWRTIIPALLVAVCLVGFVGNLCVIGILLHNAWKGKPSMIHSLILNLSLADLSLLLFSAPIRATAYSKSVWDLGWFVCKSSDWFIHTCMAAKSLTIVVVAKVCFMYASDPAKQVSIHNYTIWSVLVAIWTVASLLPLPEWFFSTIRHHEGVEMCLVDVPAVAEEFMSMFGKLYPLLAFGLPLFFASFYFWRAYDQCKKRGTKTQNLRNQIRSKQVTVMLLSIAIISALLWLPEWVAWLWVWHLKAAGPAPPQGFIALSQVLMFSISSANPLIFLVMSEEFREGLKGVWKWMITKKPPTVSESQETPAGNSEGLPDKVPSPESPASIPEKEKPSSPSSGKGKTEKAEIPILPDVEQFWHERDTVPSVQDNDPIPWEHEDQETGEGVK
MITF inh: blocks human microphthalmia-associated transcription factor. O75030. AlphaScreen MITF homodimerization, bead proximity signal. inhibition, % at 2.6 µM. 0.91% of 650,000 active. AID 1259374; in the data active = inhibition above about 50%;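 note: 0% = vehicle wells with protein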
Target sequence (O75030 whole entry, looked up): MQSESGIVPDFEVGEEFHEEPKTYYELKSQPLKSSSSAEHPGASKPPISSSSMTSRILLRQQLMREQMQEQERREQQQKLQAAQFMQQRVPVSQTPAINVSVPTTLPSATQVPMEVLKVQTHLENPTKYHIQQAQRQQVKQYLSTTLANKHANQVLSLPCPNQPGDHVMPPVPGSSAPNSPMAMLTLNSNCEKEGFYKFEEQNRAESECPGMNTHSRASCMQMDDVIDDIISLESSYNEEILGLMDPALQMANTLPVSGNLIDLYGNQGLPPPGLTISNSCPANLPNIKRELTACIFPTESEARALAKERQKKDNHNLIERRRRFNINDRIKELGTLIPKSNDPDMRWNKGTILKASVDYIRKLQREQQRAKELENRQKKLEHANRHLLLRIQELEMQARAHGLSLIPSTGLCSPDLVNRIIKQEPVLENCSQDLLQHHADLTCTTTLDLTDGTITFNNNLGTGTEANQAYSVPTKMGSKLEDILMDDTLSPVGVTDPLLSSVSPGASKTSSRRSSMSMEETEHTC
FBW7 activator: human FBW7 E3 ligase activation, primary screen; AlphaScreen FBW7–phospho-cyclin E peptide binding, activator screen; normalized activity (activation), % at 26.1 µM; 0.13% of 650,000 active; in the data active = normalized activity above about 1.9%;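 note: purified mutant Fbw7 with reduced substrate affinity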
TEAD-YAP inh: TEAD-YAP interaction inhibition; HEK-TIYL cells, TEAD-Gal4/YAP UAS-luciferase luminescence; inhibition, % at 9.12 µM; 1.4% of 640,000 active; in the data active = inhibition above about 32%;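 note: 0% = median of test compound wells and 100% = reference inhibitor wells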
* marks the source's active call; other numbers are inactive results; & = joins results of further samples. Hits appear at their usual frequency. About 3.4% of those tested had a hit in this group.

Start of the data: the first 5 compounds, ahead of the listing:
Second line of a record – GPR151 ag, MITF inh, FBW7 activator, TEAD-YAP inh
1: O=C(COc1ccccc1C(=O)Nc1ccccc1)Nc1ccc2c(c1)OCO2
  7.9*, -1, -0.1, 1
2: O=C1CC(c2ccc(S(=O)(=O)N3CCCC3)cc2)CN1 (stereo unspecified)
  3.5, 4, 0.2, -3
3: Oc1ccc(C2(c3ccccc3)C=Cc3c(ccc4ccccc34)O2)cc1 (stereo unspecified)
  0.3, 11, -0.1, -1
4: Cc1ccc(-n2cc(C(=O)NCCCN3CC(C)CC(C)C3)c3ccccc3c2=O)cc1C (stereo unspecified)
  -0.8, 1, 0.7, 2
5: COC(=O)c1cc(OC)c(OC)cc1NC(=S)Nc1ccc([N+](=O)[O-])cc1OC
  -1.4, -6, 0.0, -1

The list itself, from the first entry:
Second line of a record – GPR151 ag, MITF inh, FBW7 activator, TEAD-YAP inh
1: O=C(COc1ccccc1C(=O)Nc1ccccc1)Nc1ccc2c(c1)OCO2
  7.9*, -1, -0.1, 1
2: O=C1CC(c2ccc(S(=O)(=O)N3CCCC3)cc2)CN1 (stereo unspecified)
  3.5, 4, 0.2, -3
3: Oc1ccc(C2(c3ccccc3)C=Cc3c(ccc4ccccc34)O2)cc1 (stereo unspecified)
  0.3, 11, -0.1, -1
4: Cc1ccc(-n2cc(C(=O)NCCCN3CC(C)CC(C)C3)c3ccccc3c2=O)cc1C (stereo unspecified)
  -0.8, 1, 0.7, 2
5: COC(=O)c1cc(OC)c(OC)cc1NC(=S)Nc1ccc([N+](=O)[O-])cc1OC
  -1.4, -6, 0.0, -1
6: O=c1c2ccccc2nc(SCc2cccc(F)c2)n1CCC1=CCCCC1
  1.2, 0, -0.1, 7
7: Cc1ccc(-c2noc(=O)n2CC(=O)NC2CC2)cc1
  0.1, -7, 0.0, -7
8: CN1CCN(c2ccc(-c3cc(NCCCN4CCCC4=O)nc(N)n3)cc2)CC1
  -1.4, 11, -0.1, -4
9: O=C(OCC1CC(c2ccccc2)=NO1)c1ccc(I)cc1 (stereo unspecified)
  1.5, -4, -0.6, 4
10: COc1cccc(/C=C2\N=C(c3cccc(F)c3)OC2=O)c1
  -0.1, 6, 0.1, -6
11: Cn1c(/C(C#N)=C(\O)c2cccc(Oc3ccccc3)c2)nc2ccccc21
  2.8, -6, -0.3, -1
12: COC(=O)C12CC3CC(C)(CC(C)(C3)C1)C2
  -0.4, 4, 0.1, -1
13: Cc1cccc(NC(=O)CNS(=O)(=O)c2ccc(Cl)cc2)c1
  -0.3, -1, 0.1, -5
14: CCCCN(CCCC)CCC12CC3CC(CC(C3)C1)C2
  1.1, 4, 0.5, 5
15: Cc1ccc(C(=O)COC(=O)c2ccc3c(c2)C(=O)N(C2CCCCC2)C3=O)cc1
  -0.3, 9, 0.1, 5
16: CCOC(=O)c1cc2c(=O)[nH]c3ccccc3c2s1
  -0.9, 5, 0.2, -2
17: CCOc1ccc(-n2nc3ccc(NC(=O)COc4ccc(Cl)cc4Cl)cc3n2)cc1
  -1.2, 4, 0.1, 0
18: COc1cc2c(cc1OC)C(COc1ccccc1OC)N(C(=O)c1ccccc1F)CC2 (stereo unspecified)
  -1.1, -4, -0.1, 6
19: COc1cccc(NC(=O)CCC2CCN(C(=O)c3c(C)noc3C)CC2)c1
  2.0, 1, 0.0, -16
20: O=C(COc1ccc(F)cc1)Nc1cccc(F)c1
  0.4, 19, 0.3, -56
21: CNC(=O)C(C)Oc1ccc(Cl)cc1Cl (stereo unspecified)
  1.1, 9, 0.0, 7
22: CC1=C(C(=O)OC(C)C)C(c2cccc(Br)c2)n2nnnc2N1 (stereo unspecified)
  0.5, -1, 0.1, -1
23: Cc1ccccc1-n1c(SCC(=O)N2CCC(C(=O)O)CC2)nnc1-c1ccncc1
  -1.5, -7, -0.2, -2
24: CCOc1ccc(C(=O)NC(=S)NCCOC)cc1
  -1.1, -1, 0.3, -4
25: O=C(O)CCC(=O)N1c2ccccc2NC2=C(C(=O)CC(c3ccccc3)C2)C1c1cccc(F)c1 (stereo unspecified)
  2.3, 3, 0.4, -7
26: Cc1nc(N2CCN(C)CC2)c2c(C)c(C(=O)NC3CCCCCC3)sc2n1
  2.1, 4, 0.1, -3
27: CCC1CCCCN1C(=O)CSc1nnc(-c2ccncc2)n1-c1ccccc1OC (stereo unspecified)
  -0.2, -1, 0.0, 6
28: O=C(OCc1csc(-c2ccccc2)n1)c1ccc(O)cc1
  -0.5, -16, 0.0, -48
29: CCC1Sc2cc(S(=O)(=O)CCC(=O)N(C)c3cccc(C)c3)ccc2NC1=O (stereo unspecified)
  0.2, -7, -0.2, 10
30: Cc1cccc2c(=O)cc(C)n(CC(=O)Nc3ccc(Br)cc3)c12
  -1.9, 10, 0.2, 8
31: CCCC(=O)Nc1ccc(OCC(O)CNC(C)C)c(C(C)=O)c1 (stereo unspecified)
  -3.0&1.0&2.6, -4&1&2, -0.2&0.0&-0.1, -4
32: FC(F)(F)c1cccc(-c2cnn3c(NCCCN4CCOCC4)ccnc23)c1
  -0.3, -24, -0.1, -19
33: CCOC(=O)/C=C/c1ccc(-c2ccc([N+](=O)[O-])cc2)o1
  0.2, 15, 0.2, -9
34: CC1CCc2sc(NC(=O)COc3ccc(Cl)cc3)c(C(N)=O)c2C1 (stereo unspecified)
  1.0, -10, -0.5, -4
35: CCOC(=O)C1CCC/C1=N\Nc1ccc(C(=O)O)cc1 (stereo unspecified)
  1.7, 14, -0.1, 1
36: O=C(NCCN1CCCC1)c1cccc(N2CCCC2=O)c1
  -0.7, 7, 0.1, 1
37: COc1ccc(OC)c(S(=O)(=O)N(CCC(C)C)S(=O)(=O)c2ccccc2F)c1
  -2.1, -8, 0.1, -2
38: c1ccc(-c2nc3cc(NCc4cccnc4)ccc3o2)cc1
  3.0, -3, 0.0, -63
39: CC(C)C1O/C(=N\C(=O)Nc2ccc(Cl)c(Cl)c2)NC1=O (stereo unspecified)
  -1.3, -3, -0.2, -3
40: Cc1cccc(C(=O)O)c1NC(=O)c1cccc([N+](=O)[O-])c1
  -0.9, 9, 0.0, 1
41: O=C(CCCC(=O)OCC(F)(F)C(F)F)NC1CCCCC1
  0.5, -3, -0.1, 7
42: CC1=CC2=NC(=O)/C(=C\c3cc(C)n(-c4cc([N+](=O)[O-])ccc4C)c3C)C(=N)N2O1
  0.2, 13, 0.1, 14
43: O=C1CCCC2=C1C(c1ccccn1)C1=C(CCCC1=O)O2
  2.7, -14, 0.0, -5
44: O=C(N/N=C/c1ccc(F)cc1)C(=O)Nc1ccc(Cl)c(Cl)c1
  1.7, 4, 0.8, -1
45: Cc1c(C#N)c2ccccc2n1CC(=O)Nc1ccc(Br)cc1
  2.6, -8, -0.1, 0
46: CS(=O)(=O)N(CC(=O)NC1CC2CCC1C2)c1cccc(F)c1 (stereo unspecified)
  -0.4, -4, -0.1, 6
47: Cc1ccc(NC(=O)CN(C)CC(=O)NC(c2ccccc2)c2ccccc2)cc1
  2.6, 6, 0.0, 9
48: CC(=O)Nc1ccc(Nc2nc(N3CCOCC3)nc3c2ncn3-c2ccccc2)cc1
  0.6, -4, -0.1, 28
49: CCC(=O)Nc1cc(CNC(=O)c2csc(SC)n2)cc(C(=O)OC)c1
  2.8, 10, 0.0, 1
50: COC(=O)c1cc(Nc2nc3ccc(C)cc3n3cnnc23)cc(C(=O)OC)c1
  -1.2, 1, -0.1, -2
51: O=C(O)c1c(CNCc2ccc3c(c2)OCO3)c2ccccc2n1Cc1ccccc1F
  -0.3, 7, -0.2, 15
52: O=C1NC(=O)C(Cc2ccccc2F)(C2CCN(Cc3cccc(Cl)c3)CC2)N1 (stereo unspecified)
  0.1, -8, 0.0, -9
53: O=C(c1ccc(SCc2cccnc2)c([N+](=O)[O-])c1)N1CCOCC1
  -0.5, 0, 0.1, -2
54: COc1cc2c(cc1OC)C(COc1ccc(C(C)C)cc1)N(C(=O)CC(C)C)CC2 (stereo unspecified)
  0.2, -10, -0.1, -12
55: CCOc1ccc(NC(=O)c2cc3cc(Br)ccc3oc2=O)c([N+](=O)[O-])c1
  -1.0, 19, 0.3, 15
56: O=C(O)c1nccnc1C(=O)Nc1ccc(Cl)c(C(F)(F)F)c1
  -2.7, 5, 0.2, 1
57: Cc1ccc2c(CNCc3ccccc3Cl)c(C(=O)O)[nH]c2c1
  0.9, 0, -0.3, 4
58: Cc1sc(/C=C(/C#N)C(N)=O)cc1[N+](=O)[O-]
  -0.5, 27, -1.0, 3
59: COc1ccc(S(=O)(=O)N2CCSC2c2cccc(Cl)c2)cc1 (stereo unspecified)
  0.3, 1, 0.0, 1
60: O=C(N/N=C/C1CCCCC1)c1ccc(O)cc1
  1.0, -11, 0.0, -21

Next compounds.
Second line of a record – GPR151 ag, MITF inh, FBW7 activator, TEAD-YAP inh
61: CC(C)C(=O)N/N=C/c1ccc(OCc2ccccc2)cc1
  -1.8, -1, 0.1, -5
62: O=C1CSC(=O)N1CNc1cccc(F)c1
  0.2, 12, 0.2, 8
63: COc1ccc2c(c1)sc1ncc(C(=O)NC(Cc3ccccn3)C(F)(F)F)c(=O)n12 (stereo unspecified)
  1.0, 11, 0.8, 2
64: CCOc1ccc(/C=C2/C=C(c3ccccc3)OC2=O)cc1
  1.1, -4, -0.2, -24
65: CC(=O)c1cccc(-c2cncc(C(=O)NCCc3ccc(O)cc3)c2)c1
  3.4, -3, -0.1, -12
66: CCOC(=O)c1ccc2c(c1)SCc1n[nH]c(=S)n1-2
  -1.0, 2, 0.0, -7
67: CCCOc1ccc(/C=N/NC(=O)c2ccoc2C)cc1
  -8.7, 5, -0.1, 30
68: Cc1cccc(N2CCN(C(=O)c3ccccc3)CC2)c1C
  0.8, 24, 0.2, 14
69: CCC(=O)N1CCc2cc(S(=O)(=O)NC(C(=O)Nc3cccc(C)n3)C(C)C)ccc21 (stereo unspecified)
  -0.2, -1, -0.3, 9
70: O=C(Cc1ccccc1)N1CCN(C(=O)c2cccc(F)c2)CC1
  -0.9, 0, -0.1, 7
71: COc1cccc2c1CC(C(=O)Nc1ccc(-c3cn[nH]c3C)cc1OCCN(C)C)CO2 (stereo unspecified)
  6.8*, 10, 0.1, 7
72: O=C(CNC(=O)c1ccc(Br)cc1)Nc1cccc(Cl)c1
  1.2, -2, -0.1, 1
73: CCc1ccccc1N1C(=O)CN(S(C)(=O)=O)CC1(C)C(=O)NC1CCCCCCC1 (stereo unspecified)
  -1.1, 16, 0.3, 1
74: CSc1nnc2c(n1)OC(c1ccco1)Nc1ccccc1-2 (stereo unspecified)
  1.0, 6, 0.3, -8
75: Cc1nn(C)c(C)c1-c1nc(N)c2ncn(C(C)C)c2n1
  -1.0, 10, 0.1, -2

Record cards (already shown). Screens in order: GPR151 ag | MITF inh | FBW7 activator | TEAD-YAP inh
CCOc1ccc(/C=C2/C=C(c3ccccc3)OC2=O)cc1 as listed: 1.1 | -4 | -0.2 | -24
Cc1nn(C)c(C)c1-c1nc(N)c2ncn(C(C)C)c2n1 as listed: -1.0 | 10 | 0.1 | -2
CC(=O)c1cccc(-c2cncc(C(=O)NCCc3ccc(O)cc3)c2)c1 as listed: 3.4 | -3 | -0.1 | -12
CC(C)C(=O)N/N=C/c1ccc(OCc2ccccc2)cc1 as listed: -1.8 | -1 | 0.1 | -5
O=C(Cc1ccccc1)N1CCN(C(=O)c2cccc(F)c2)CC1 as listed: -0.9 | 0 | -0.1 | 7

Later entries.
Second line of a record – GPR151 ag, MITF inh, FBW7 activator, TEAD-YAP inh
76: O=C(O)/C(=C/c1ccc2c(c1)OCO2)NC(=O)c1ccccc1Br
  0.3, 8, 0.2, 9
77: CCOc1ccc(CN2CCc3nnc(C(C)NC(=O)c4cccc(OC)c4)n3CC2)cc1 (stereo unspecified)
  -0.5, 15, 0.0, 4
78: Cc1ccc(CNC(=O)c2cc(-c3cccc(C)c3)nc3ccccc23)cc1
  -1.0, 10, 0.1, 3
79: COc1ccc(N2CCN(C(=O)CN(C)c3nnc(N4CCCC4=O)s3)CC2)cc1
  -1.2, 8, 0.7, 5
80: C=CCN1C(=O)C2(C(C#N)=C(N)Oc3n[nH]c(COC)c32)c2ccccc21 (stereo unspecified)
  1.5, 9, 0.6, 3
81: O=C(CN1C(=O)c2ccccc2S1(=O)=O)N1CCN(c2ccccc2)CC1
  2.4, -1, -0.1, 8
82: CCOC(=O)C1=C(C)N=c2s/c(=C/c3ccc(-c4cc([N+](=O)[O-])ccc4Cl)o3)c(=O)n2C1c1ccc(N(C)C)cc1 (stereo unspecified)
  -1.0, 13, 0.1, -1
83: CC(=O)Nc1nnc(SCc2c(Cl)cccc2[N+](=O)[O-])s1
  0.5, 5, 0.0, -8
84: Cc1noc(NS(=O)(=O)c2ccc(NC(=O)c3cccc(Br)c3)cc2)c1C
  -0.3, -8, 0.0, -6
85: COc1ccc(NC(=S)N(Cc2ccc(C)cc2)Cc2ccco2)cc1
  -1.7, -2, -0.1, -19
86: Cc1ccc(N(CC(=O)Nc2ccc(F)cc2)C2=NC3CS(=O)(=O)CC3S2)cc1C (stereo unspecified)
  -0.4, 7, -0.6, 15
